Bioassay records (PubChem)
ATXN viability – Viability Counterscreen for Primary qHTS for Inhibitors of ATXN expression. S2 cells (HEK-293 line with an ATXN2-luciferase reporter) viability, CellTiter-Fluor protease fluorescence, 24 h. Potency, µM (highest dose often 56.7 µM), usual class: cytotoxic. 400,000 compounds, 0.49% hits; note: potency is the fitted concentration of half-maximal effect; nearly all actives have a fitted effect of over 40% in size
ATXN2 expr inh – Primary qHTS for Inhibitors of ATXN expression | Potency, µM (doses to about 57 µM), for the others: at the top dose activity change, negative = inhibition, usual class: inhibitors | 360,000 compounds, 0.72% hits | HEK-293 ATXN2-luciferase reporter, luminescence, 24 h; note: potency is the fitted concentration of half-maximal effect; % is set by controls: 0 for no effect and ±100 for the full control effect; nearly all actives have a fitted effect of over 55% in size
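qHTS (up to 57 uM final) was run with 24 h compound exposure of reporter cells at 37 °C. Each well was multiplexed: SteadyGlo luminescence measured ATXN2-luciferase expression after a fluorogenic Gly-Phe-AFC viability readout (25 uM final).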
Nrf2 activator – qHTS of Nrf2 Activators | AREc32 ARE-luciferase reporter (MCF7-derived line), luminescence, 24 h | Potency, µM (highest dose often 46.1 µM), for inactives: at the highest dose activation, usual class: activators | 410,000 compounds, 0.31% hits | AID 624171, 2012; note: potency is the fitted concentration of half-maximal effect; % of control where 0% means no effect; nearly all actives have a fitted effect of over 65% in size
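AREc32 cells carrying an ARE-driven firefly luciferase reporter were seeded at 1000 cells/well in OPTI-MEM with 5% FBS, then exposed to compound for 24 hr at 37 deg C. Luminescence was read with Steady-Glo after 30 min at RT.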
A549 tox – Nrf2 qHTS screen for inhibitors: counterscreen for cytotoxicity. Potency, µM (doses to about 46 µM), for inactives: at the highest dose activity change, negative = cytotoxicity, actives largely listed as inhibitors. 390,000 compounds, 0.16% hits. AID 504648, 2011. A549 ARE-Fluc cells, CellTiter-Fluor viability, 18-24 h; note: potency is the fitted concentration of half-maximal effect; % is set by controls: 0 for no effect and ±100 for the full control effect
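A549 ARE_Fluc cells in 5% FBS OPTI-MEM were exposed to compounds in concentration-response for 18-24 h at 37 deg C. Viability was read by CellTiter-Fluor fluorescence (Ex 405/Em 525) after 30 min, before the luciferase read.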
TGFb inhibitor – qHTS for Inhibitors of TGF-b; Potency, µM (doses to about 46.1 µM), for inactives: at the highest dose activity, negative = inhibition, hits mostly inhibitors; HepG2 CAGA-GFP TGF-b/SMAD3 reporter, GFP fluorescence, 18 h; TGF-beta stimulated, 500 pg/mL final; 410,000 compounds, 1.2% hits; AID 588855, 2011; note: potency is the fitted concentration of half-maximal effect; % is set by controls: 0 for no effect and ±100 for the full control effect; nearly all actives have a fitted effect of over 65% in size
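Cell-based qHTS in HEPG2 carrying a CAGA-GFP Smad reporter; compounds added before 500 pg/mL final TGF-beta, 18 h incubation at 37 degrees C, GFP fluorescence quantified per cell by imaging cytometry.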
Nrf2 inh – Nrf2 qHTS screen for inhibitors | A549 ARE-Fluc reporter, luciferase luminescence, 18-24 h | Potency, µM (doses to about 46 µM), without a hit: top-dose activity change, negative = inhibition, usual class: inhibitors | 360,000 compounds, 2.1% hits; note: potency is the fitted concentration of half-maximal effect; % is set by controls: 0 for no effect and ±100 for the full control effect; nearly all actives have a fitted effect of over 60% in size
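Quantitative HTS in A549 cells stably bearing an antioxidant response element-firefly luciferase construct. Inhibition of Nrf2-driven transcription was scored by luminescence after 18-24 h of compound exposure at 37 °C.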
HepG2 viability – qHTS for Inhibitors of TGF-b: Cytotox Counterscreen | AID 588856, 2011 | HepG2 CAGA-GFP viability, ATP luminescence, 18 h | 410,000 compounds, 0.76% hits | Potency, µM (highest dose often 46.1 µM), inactives show top-dose activity change, negative = cytotoxicity, usual class: cytotoxic; note: potency is the fitted concentration of half-maximal effect; some results filed as inactive show a strong effect at the top dose
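HepG2 CAGA-GFP cells (1000/well, DMEM with 1% FBS) received compound, then TGF-beta at 500 pg/mL final, and were incubated 18 hours at 37 degrees C. Viability was read by CellTiter-Glo luminescence. Media-only wells were set as complete cell-killing and DMSO as no toxicity.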
IL-2 act – qHTS of IL-2 Activators. 360,000 compounds, 0.065% hits. IL-2 activation reporter assay, cell-based qHTS; stimulated with anti-CD3/CD4/CD28 beads; in transgenic mouse T cells. activation, % (series mostly up to about 46 µM); in the data active = activation above about 50%; inconclusive = mostly about 30% to 49%; note: 0% is about no effect
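Unstimulated transgenic mouse T cells preincubated 60 min with compound, then stimulated with anti-CD3/anti-CD4-coated beads plus anti-CD28 for 18 h at 37 degrees C. IL-2 response read as EGFP and DsRed fluorescence by plate cytometry.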
EPAC2 agonist – qHTS for Agonist of cAMP-regulated guanine nucleotide exchange factor 4 (EPAC2): primary screen | EPAC2 activation, biochemical qHTS; response scale: 100% = 6.5 mM cAMP response | Potency, µM (series often up to 154 µM), for the others: at the top dose activation, actives largely listed as activators | 360,000 compounds, 0.079% hits | AID 720711, 2013; note: potency is the fitted concentration of half-maximal effect; nearly all actives have a fitted effect of over 50% in size
Target sequence (Q8WZA2 whole entry, looked up): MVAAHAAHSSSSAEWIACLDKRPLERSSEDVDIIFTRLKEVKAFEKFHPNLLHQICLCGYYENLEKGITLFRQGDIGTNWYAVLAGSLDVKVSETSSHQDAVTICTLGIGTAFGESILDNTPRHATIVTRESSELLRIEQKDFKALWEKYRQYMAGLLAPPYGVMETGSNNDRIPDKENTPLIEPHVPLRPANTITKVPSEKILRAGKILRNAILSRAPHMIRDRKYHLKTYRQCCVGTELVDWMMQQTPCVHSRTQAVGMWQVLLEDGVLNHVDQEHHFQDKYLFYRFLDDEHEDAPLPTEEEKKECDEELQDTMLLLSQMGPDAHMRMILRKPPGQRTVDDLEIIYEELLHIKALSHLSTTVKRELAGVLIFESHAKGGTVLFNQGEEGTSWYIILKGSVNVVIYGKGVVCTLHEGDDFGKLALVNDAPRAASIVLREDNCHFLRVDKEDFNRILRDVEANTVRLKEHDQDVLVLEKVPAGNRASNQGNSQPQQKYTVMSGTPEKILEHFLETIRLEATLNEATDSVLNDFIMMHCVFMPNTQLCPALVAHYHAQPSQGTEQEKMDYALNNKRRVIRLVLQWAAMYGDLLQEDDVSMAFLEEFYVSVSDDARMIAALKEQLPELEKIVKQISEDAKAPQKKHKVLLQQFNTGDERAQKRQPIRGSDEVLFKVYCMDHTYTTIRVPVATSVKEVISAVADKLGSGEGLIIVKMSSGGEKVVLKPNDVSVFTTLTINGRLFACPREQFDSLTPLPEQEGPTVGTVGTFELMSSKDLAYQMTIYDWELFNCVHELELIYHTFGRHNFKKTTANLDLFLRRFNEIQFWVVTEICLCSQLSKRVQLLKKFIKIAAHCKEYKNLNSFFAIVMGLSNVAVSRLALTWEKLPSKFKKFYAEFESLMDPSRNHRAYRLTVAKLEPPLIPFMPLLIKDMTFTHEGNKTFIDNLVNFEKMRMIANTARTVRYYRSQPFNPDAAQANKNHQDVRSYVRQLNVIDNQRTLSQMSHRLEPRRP
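Guanine nucleotide exchange by EPAC2 is measured as reduced fluorescence of BODIPY-GDP once it is released from 250 nM Rap1B. Plates are read kinetically for 30 min at room temperature; results are scaled to 6.5 mM cAMP.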
Active calls of the source: *; i = inactive; ? = inconclusive; · = no result given; & = joins results of further samples; [ ] = another dose, or the depositor's remark. Unless noted, calls come from the whole dose curve; as a rule, active = well fitted curve in the direction sought with a large enough effect; inconclusive = small, poorly fitted or top-dose-only effect, or another doubt; inactive = no such curve, though single readings can be large; an effect the other way counts as inactive or inconclusive.

The opening three compounds, to show the layout:
item | Molecule | ATXN viability | ATXN2 expr inh | Nrf2 activator | A549 tox | TGFb inhibitor | Nrf2 inh | HepG2 viability | IL-2 act | EPAC2 agonist
1 | Cc1ccccc1C(=O)N[C@H](C(=O)Nc1ccc(Cl)c(Cl)c1)C(C)C | i | -6% | -0.4% | 0% | 9% | 10% | -13% | -2.0 | 2%
2 | CCc1ccc(/C(C)=N/NC(=O)c2ccc(-n3cnnn3)cc2)cc1 | · | · | -0.5% | 3% | -5% | -27% | -22% | 1.0 | 7%
3 | CN1CCC(NC(=O)c2cccs2)CC1 | i | 6% | -0.2% | 5% | 11% | 2% | -13% | -1.4 | 5%

This part in full (from the top)
item | Molecule | ATXN viability | ATXN2 expr inh | Nrf2 activator | A549 tox | TGFb inhibitor | Nrf2 inh | HepG2 viability | IL-2 act | EPAC2 agonist
1 | Cc1ccccc1C(=O)N[C@H](C(=O)Nc1ccc(Cl)c(Cl)c1)C(C)C | i | -6% | -0.4% | 0% | 9% | 10% | -13% | -2.0 | 2%
2 | CCc1ccc(/C(C)=N/NC(=O)c2ccc(-n3cnnn3)cc2)cc1 | · | · | -0.5% | 3% | -5% | -27% | -22% | 1.0 | 7%
3 | CN1CCC(NC(=O)c2cccs2)CC1 | i | 6% | -0.2% | 5% | 11% | 2% | -13% | -1.4 | 5%
4 | COc1ccc(S(=O)(=O)NCC2CCCO2)cc1C(=O)O (stereo not given) | i | 0% | 1.7% | 9% | -1% | -2% | -10% | 0.0 | 4%
5 | Cn1c(=O)c2nc(Cl)c(-c3ccccc3)nc2n(C)c1=O | i | 2% | 3.1% | -6% | 17% | -4% | -2% | -0.5 | -2%
6 | COc1cccc(NS(=O)(=O)c2cc3c4c(c2)C(C)C(=O)N4CCC3)c1 (stereo not given) | · | · | -1.5% | -3% | 14% | · | 7% | · | ·
7 | CC1CC(C)CN(S(=O)(=O)c2ccc(F)c(C(=O)Nc3ccc(Cl)cc3F)c2)C1 (stereo not given) | i | -15% | 0.1% | 1% | -5% | -7% | 2% | 1.0 | 3%
8 | CN(Cc1ccccc1)C(=O)c1cc(=O)[nH]c2ccccc12 | i | · | -0.1% | -8% | 14% | -49% | 5% | 0.6 | 6%
9 | Cc1ccc(NC(=O)c2scc3c2CCCC3)cc1 | i | 65%[activator] | 4.4% | 0% | 26% | ? | -35% | 0.2 | 10%
10 | CCOc1ccc(CSCCNC(=S)Nc2ccccc2)cc1 | i | -16% | 5.0% | 10% | -26% | -6% | -6% | -1.0 | 2%
11 | Cc1ccccc1-c1nc2ccccc2o1 | i | 16% | 2.3% | -3% | -6% | 10% | 0% | -0.6 | 13%
12 | CNC(=O)COc1ccc(NC(=O)CCn2nc(-c3ccc(C)cc3)c3ccccc3c2=O)cc1 | i | -11% | 0.7% | -2% | -12% | ? | -3% | · | ·
13 | Fc1ccc(-c2nc3ccc(Br)cn3c2Cc2cccc(Cl)c2)cc1 | ? | -24% | 5.6% | · | ? | · | 4% | -0.6 | 6%
14 | Cc1ccc(S(=O)(=O)N2CCC(C(=O)OC(C)C(=O)N(C)c3ccccc3)CC2)cc1C (stereo not given) | i | -17% | 0.8% | -3% | -16% | -25% | -8% | -0.8 | 6%
15 | CCC(C)c1c(O)nc(SCC(=O)N2CCOCC2)[nH]c1=O (stereo not given) | i | -9% | -1.2% | 14% | -4% | · | -8% | 1.9 | -10%
16 | COc1cccc(CC(=O)OC(C)C(=O)Nc2ccc(N3CCOCC3)cc2)c1 (stereo not given) | i | 37% | 0.9% | 1% | -8% | 12% | 0% | 0.7 | 12%
17 | Cc1ccc2c(c1)N(CC(=O)N(Cc1ccc3c(c1)OCO3)CC1CCCO1)C(=O)C(C)O2 (stereo not given) | ? | -2% | -0.1% | -8% | -29% | -10% | 0% | -1.8 | 6%
18 | CCN(c1ccccc1)S(=O)(=O)c1ccc2c(c1)C(C)(C)C(=O)N2C | ? | 6% | 2.9% | 1% | 10% | -19% | 6% | -0.7 | 2%
19 | NC1(C(=O)O)CCCCC1c1ccccc1 (stereo not given) | i | 4% | 0.3% | 0% | 9% | -6% | -2% | -0.9 | 2%
20 | CCOc1ccc(N2C(=O)CC(N3CCc4ccccc43)C2=O)cc1 (stereo not given) | i | 5% | -0.1% | -6% | 0% | 7% | -24% | -0.1 | 1%
21 | CCCCN(CC)CCNC(=O)c1cc2c(=O)[nH]c3ccccc3c2n1C | i | 2%&-7% | -0.2%&0.4% | -10%&3% | 2%&7% | -1%&2% | -18%&-17% | -0.1 | 4%
22 | COc1cc(NC(=O)CCCSc2nc(-c3ccco3)cc(C(F)(F)F)n2)cc(OC)c1OC | ? | ? | 5.3%&2.6% | -29%&-4% | ? | ? | -15%&-2% | -0.8 | 0%
23 | Cc1csc(N2CCCC2c2nc3cc(Cl)c(N4CCCCC4)cc3n2CCCO)n1 (stereo not given) | i | -5% | 2.3% | -1% | -20% | -1% | -8% | 3.1 | 10%
24 | CCN(CCNC(=O)CS(=O)(=O)Cc1nc(-c2cccc(OC)c2)oc1C)c1ccccc1 | i | -4% | 0.4% | -19% | -23% | -30% | 1% | 5.1 | 18%
25 | C#CC(C)(C)NC(=O)CSc1nc2c(c(=O)n(C)c(=O)n2C)n1CCCC | i | 4% | -0.3% | -12% | 10% | -2% | 1% | -1.6 | 6%
26 | Cc1ccc(-c2nnc(CN3CCCCC3C)o2)cc1 (stereo not given) | i | 11% | -0.1% | 6% | 0% | 15% | -6% | -0.6 | 6%
27 | COCCNc1nc(-c2cc(C)n(CCc3ccc(OC)cc3)c2C)cs1 | ? | ? | 0.3% | -2% | ? | 10% | -23% | -0.8 | -3%
28 | COc1ccc(NC(=O)CC2C(=O)N(c3ccccc3)C(=O)N2Cc2cccnc2)cc1 (stereo not given) | · | · | 3.4% | -2% | -1% | 17% | 2% | · | ·
29 | COc1cccc(C(=O)Nc2ccc(N3CCN(C(=O)c4ccco4)CC3)cc2)c1 | i | -28% | 0.6% | ? | -2% | ? | -1% | -1.9 | 10%
30 | COc1ccc(N(CC(=O)NCCc2ccc(OC)c(OC)c2)S(=O)(=O)c2ccc(OC)c(OC)c2)cc1 | ? | -2% | -0.3% | -1% | 9% | 1% | -2% | -3.3 | -9%
31 | CNS(=O)(=O)c1cccc(C(=O)OCC(=O)NCc2ccccc2)c1 | i | 0% | 0.1% | 17% | 18% | 5% | -39% | -1.9 | -3%
32 | O=C(NCCc1c[nH]c2ccccc12)Nc1cccc2ccccc12 | i | 3% | -0.3% | -15% | -14% | ? | -23% | -1.1 | -15%
33 | O=C(O)CNS(=O)(=O)c1cccc(Cl)c1 | i | 0% | -0.4% | 1% | 1% | 8% | 4% | 3.2 | 2%
34 | COc1cccc(CN2CCNC(=O)C2CC(=O)NCCOc2cccnc2)c1OC (stereo not given) | i | · | -0.4% | 0% | 21% | -16% | 5% | -4.2 | 1%
35 | CC1=C(C(=O)OC2CCCC(C)C2)C(c2ccccc2)NC(=O)N1 (stereo not given) | ? | · | -0.7% | -6% | 12% | -15% | 4% | 1.6 | 4%
36 | COc1ccc(OCCCC(=O)Nc2nnc(C3CCCO3)s2)cc1 (stereo not given) | i | -26% | -0.5% | -5% | 3% | -1% | -16% | 0.8 | -6%
37 | COc1cccc(-n2c(CN3CCN(c4ccc(C)cc4)C(C)C3)nc3ccc([N+](=O)[O-])cc3c2=O)c1 (stereo not given) | i | 1% | 3.1% | 7% | 6% | 1% | 4% | 7.0 | -2%
38 | CC(C)N(C(=O)NC(=O)NCC1CCCO1)S(C)(=O)=O (stereo not given) | i | -2% | 0.4% | -2% | -5% | -4% | -7% | -0.7 | -2%
39 | CC(=O)c1ccc(NC(=O)CSc2nc(-c3cccc(F)c3)nc3c2c(=O)n(C)c(=O)n3C)cc1 | i | -2% | 3.4% | 9% | 1% | · | -29% | · | ·
40 | CC1=NN(c2cccc([N+](=O)[O-])c2)C(=O)C1 | ? | -30% | 1.4% | 2% | -24% | 8% | -37% | -0.6 | 3%
41 | O=C(Cc1cccc(NC(=O)C2CCCN(C(=O)c3ccccc3)C2)c1)Nc1cccc(C(=O)N2CCOCC2)c1 (stereo not given) | i | 3% | 0.2% | -2% | 35% | 1% | 9% | 0.2 | 5%
42 | Cc1cc(-c2ccc(C)c(S(=O)(=O)NC(C)Cc3ccco3)c2)on1 (stereo not given) | i | -3% | 5.6% | -12% | -18% | 18µM* | 3% | -1.3 | 16%
43 | O=C(Cc1ccccc1)NC(CSSCC(NC(=O)Cc1ccccc1)C(=O)O)C(=O)O (stereo not given) | i | 26% | 2.7% | -3% | -5% | ? | 16% | -0.2 | 2%
44 | Cc1ccccc1OCC(=O)NNC(=O)CCN1C(=O)c2ccccc2C1=O | i | 3% | 0.1% | -5% | -4% | 24% | 4% | 0.6 | 8%
45 | COc1ccc2[nH]cc(CCN=C3SCC(=O)N3C)c2c1 | i | 26% | 4.7% | 0% | 7% | 8% | -3% | -3.4 | 3%
46 | Cc1cccc(NC(=O)c2cccnc2)c1 | i | 8% | -0.6% | -2% | -9% | 15% | -11% | -2.6 | -1%

Profiles as entered above. Order of values: ATXN viability	ATXN2 expr inh	Nrf2 activator	A549 tox	TGFb inhibitor	Nrf2 inh	HepG2 viability	IL-2 act	EPAC2 agonist
Entry for `Cc1cc(-c2ccc(C)c(S(=O)(=O)NC(C)Cc3ccco3)c2)on1` (stereo not given) = i	-3%	5.6%	-12%	-18%	18µM*	3%	-1.3	16%
Entry for `CC1=NN(c2cccc([N+](=O)[O-])c2)C(=O)C1` = ?	-30%	1.4%	2%	-24%	8%	-37%	-0.6	3%
Entry for `CC(=O)c1ccc(NC(=O)CSc2nc(-c3cccc(F)c3)nc3c2c(=O)n(C)c(=O)n3C)cc1` = i	-2%	3.4%	9%	1%	·	-29%	·	·
